Screening data from PubChem.
TGFb SMAD3 inh – qHTS for Inhibitors of TGF-b. Potency, µM (top dose mostly 46.1 µM), without a hit: top-dose activity, negative = inhibition, actives largely listed as inhibitors. HepG2 CAGA-GFP TGF-b/SMAD3 reporter, GFP fluorescence, 18 h; TGF-beta stimulated, 500 pg/mL final. 410,000 tested, 1.2% active; also: potency is read from the fitted curve at half-maximal effect; % is scaled to controls: 0 for no effect and ±100 for the full control effect; nearly all actives have a fitted effect of over 65% in size
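Inhibition was scored as loss of TGF-beta-induced (500 pg/mL final, 18 hours, 37 degrees C) GFP in HEPG2 cells carrying a CAGA-GFP reporter, in DMEM with 1% FBS. Well GFP was summed per cell; Activity was normalised to unstimulated and stimulated DMSO wells, then concentration-response fitting.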
Nrf2 block – Nrf2 qHTS screen for inhibitors; 360,000 tested, 2.1% active; A549 ARE-Fluc reporter, luciferase luminescence, 18-24 h; Potency, µM (doses to about 46 µM), for inactives: at the top dose activity change, negative = inhibition, hits mostly inhibitors; also: potency is read from the fitted curve at half-maximal effect; % is scaled to controls: 0 for no effect and ±100 for the full control effect; nearly all actives have a fitted effect of over 60% in size
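Reporter: ARE-Fluc in A549. Exposure: 18-24 h, 37 °C, 5% CO2, 5% FBS OPTI-MEM. Readouts: fluorescent cytotoxicity (CellTiter-Fluor), then luminescent Nrf2 signal after BugLite.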
EPAC2 ag – qHTS for Agonist of cAMP-regulated guanine nucleotide exchange factor 4 (EPAC2): primary screen; Rap guanine nucleotide exchange factor 4 (Homo sapiens), Q8WZA2; EPAC2 activation, biochemical qHTS; response scale: 100% = 6.5 mM cAMP response; Potency, µM (top dose mostly 154 µM), inactives show at the top dose activation, most hits filed as activators; 360,000 tested, 0.079% active; AID 720711, 2013; also: potency is read from the fitted curve at half-maximal effect; nearly all actives have a fitted effect of over 50% in size
Target sequence (Q8WZA2 whole entry, looked up): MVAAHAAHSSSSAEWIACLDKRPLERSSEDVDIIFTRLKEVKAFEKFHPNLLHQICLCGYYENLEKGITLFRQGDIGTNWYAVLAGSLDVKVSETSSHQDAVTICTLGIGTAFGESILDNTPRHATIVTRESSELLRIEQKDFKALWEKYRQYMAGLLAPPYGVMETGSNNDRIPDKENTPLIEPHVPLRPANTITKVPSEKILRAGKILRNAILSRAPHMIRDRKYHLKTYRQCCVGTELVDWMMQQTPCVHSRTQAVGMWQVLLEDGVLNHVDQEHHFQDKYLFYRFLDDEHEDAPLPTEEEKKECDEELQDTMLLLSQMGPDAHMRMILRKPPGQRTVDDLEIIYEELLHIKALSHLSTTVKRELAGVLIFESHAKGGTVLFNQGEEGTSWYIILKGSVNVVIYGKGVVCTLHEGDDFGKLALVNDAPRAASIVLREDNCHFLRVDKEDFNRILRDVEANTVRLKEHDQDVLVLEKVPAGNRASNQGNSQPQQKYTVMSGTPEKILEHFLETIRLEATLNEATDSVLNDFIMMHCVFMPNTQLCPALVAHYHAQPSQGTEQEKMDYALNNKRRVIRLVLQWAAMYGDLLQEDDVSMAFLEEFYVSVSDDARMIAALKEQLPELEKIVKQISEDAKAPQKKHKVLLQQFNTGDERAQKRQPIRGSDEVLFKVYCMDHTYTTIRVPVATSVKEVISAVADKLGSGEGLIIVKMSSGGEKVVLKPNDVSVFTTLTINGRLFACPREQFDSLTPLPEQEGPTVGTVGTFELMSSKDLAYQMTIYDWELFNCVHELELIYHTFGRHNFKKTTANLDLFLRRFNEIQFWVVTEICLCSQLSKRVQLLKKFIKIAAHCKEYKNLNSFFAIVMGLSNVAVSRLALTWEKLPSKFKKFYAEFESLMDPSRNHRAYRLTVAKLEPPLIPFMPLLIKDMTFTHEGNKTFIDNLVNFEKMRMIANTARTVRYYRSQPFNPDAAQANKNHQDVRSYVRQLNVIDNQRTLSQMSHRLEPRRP
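Setup: EPAC2 100 nM, labeled Rap1B complex 250 nM, free GDP 50 uM. Compound titrations pinned in, brief spin, 5 min room temperature incubation. Kinetic fluorescence read over 30 min, normalized to 6.5 mM cAMP.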
Akt phos inh – HTS Assay for Inhibitors of Akt Phophorylation: Primary Screen | Neuro2A IGF-stimulated pAkt S473 HTRF, 20 min; stronger effect = lower value | activity change, % for hits at 50 µM | 360,000 tested, 0.32% active; in the data active = activity change below about -80%; inconclusive = mostly about -51% to -80%; also: % is scaled to controls: 0 for no effect and ±100 for the full control effect
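Neuro2A cells (4,500/well, DMEM with 0.5% FBS) were treated with compound at a single 50 µM final concentration, stimulated with 6 nM IGF for 20 min at 37 °C, and lysed. Phospho-Akt Ser473 was read by HTRF as 665/615 ratio ×10^4.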
EPAC2 antagonist – qHTS for Antagonist of cAMP-regulated guanine nucleotide exchange factor 2 (EPAC2): primary screen | Rap guanine nucleotide exchange factor 4 (Homo sapiens), Q8WZA2 | EPAC2 GEF exchange of Rap1B-BODIPY-GDP, fluorescence | Potency, µM (highest dose often 114 µM), for the others: top-dose activity, negative = inhibition, most hits filed as inhibitors | 360,000 tested, 0.18% active; also: potency is read from the fitted curve at half-maximal effect; % is scaled to controls: 0 for no effect and ±100 for the full control effect; nearly all actives have a fitted effect of over 45% in size; many of its hits are not listed in these tables
Mm-Cpn inhibitor – Inhibitors of TCP-1 ring complex (TRiC) of Methanococcus maripaludis (MmCpn): qHTS; purified Mm-Cpn ATPase, ADP Transcreener TR-FRET; Potency, µM (doses to about 76.9 µM), for inactives: at the top dose activity, negative = inhibition, usual class: inhibitors; 330,000 tested, 0.031% active; also: potency is read from the fitted curve at half-maximal effect; % is scaled to controls: 0 for no effect and ±100 for the full control effect; nearly all actives have a fitted effect of over 80% in size
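TR-FRET (320 nm excitation; 590 and 665 nm emission) reports ADP made from 10 uM ATP by 25 nM enzyme; compounds were preincubated 10 min, reaction run 30 min, both at 37°C.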
CCT modulator – High-Throughput Screening for Modulators of Cytosolic Chaperonin Activity; purified chaperonin ATPase assay, HTRF ADP detection, 30 min; activity change, % (concentration not given with the values), hits read low; 360,000 tested, 0.3% active; AID 651819, 2012; in the data active = activity change below about -30%; also: % is scaled to controls: 0 for no effect and ±100 for the full control effect
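ATPase activity: ADP formed was measured by HTRF Transcreener (665/615 nm ratio) after 30 min at 37 deg C with 10 uM ATP. Compounds screened at one 76 uM concentration against 40 or 20 nM TRiC in Tris pH 7.4/KCl/MgCl2/DTT buffer.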
Nrf2 activator – qHTS of Nrf2 Activators | AREc32 ARE-luciferase reporter (MCF7-derived line), luminescence, 24 h | Potency, µM (doses to about 46.1 µM), without a hit: top-dose activation, usual class: activators | 410,000 tested, 0.31% active | AID 624171, 2012; also: potency is read from the fitted curve at half-maximal effect; % of control where 0% means no effect; nearly all actives have a fitted effect of over 65% in size
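Each well held 1000 AREc32 cells, which were incubated with compound for 24 hr at 37 deg C after overnight attachment, and ARE reporter activity was quantified by firefly luciferase luminescence.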
A549 tox – Nrf2 qHTS screen for inhibitors: counterscreen for cytotoxicity | A549 ARE-Fluc cells, CellTiter-Fluor viability, 18-24 h | Potency, µM (titrated, usually from 46 µM), without a hit: at the highest dose activity change, negative = cytotoxicity, hits mostly inhibitors | 390,000 tested, 0.16% active; also: potency is read from the fitted curve at half-maximal effect; % is scaled to controls: 0 for no effect and ±100 for the full control effect
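A549 ARE-Fluc cells in 5% FBS OPTI-MEM, 5000 cells/well, rested 2 h then exposed to compounds in concentration-response for 18-24 h at 37 °C. Viability by CellTiter-Fluor fluorescence (Ex 405/Em 525) after 30 min; luciferase luminescence (BugLite, 15 min, RT) read afterwards.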
The depositor's hits bear a star; i = inactive; ? = inconclusive; nt = not tested or not shown; [ ] = another dose, or the depositor's remark. Unless noted, calls follow the shape of the dose curve; as a rule, active = well fitted curve in the direction sought with a large enough effect; inconclusive = small, poorly fitted or top-dose-only effect, or another doubt; inactive = no such curve, though single readings can be large; an effect the other way counts as inactive or inconclusive. The list is partial (hit frequency here may not be typical).

(1) COc1cc(C(=O)Nc2nnc(-c3sccc3C)s2)cc(OC)c1OC
(2) CC(=O)c1cccc(NC(=O)[C@H]2O[C@@H]3OC(C)(C)O[C@@H]3[C@H]3OC(C)(C)O[C@H]32)c1
(3) CCOCCCNC(=O)N[C@@H](C)C(=O)OC
(4) Cn1c(SCC(=O)N/N=C/c2cc([N+](=O)[O-])ccc2O)nnc1-c1ccccc1
(5) CCCCN(CC)CCNC(=O)CN(C)S(=O)(=O)c1ccc2c(c1)c(=O)n(C)c(=O)n2C
(6) CCOC(=O)C1CCN(C(=O)c2c(-c3c(Cl)cccc3Cl)noc2C)CC1
(7) COc1cccc(C(=O)OCC(=O)c2c[nH]c3ccccc23)c1OC
(8) COC(=O)c1ccc(NC(=O)c2ccccc2N(C)S(C)(=O)=O)cc1
(9) COc1ccccc1Cn1c(=O)c2ccccc2n2c(SCC(=O)N3CCCCC3)nnc12
(10) O=C(Nc1cccnc1)C1CCC(CNS(=O)(=O)c2cccc3nsnc23)CC1 (centres undefined)

compound no.	1	2	3	4	5	6	7	8	9	10
A549 tox	-20%	6%	1%	-3%	-5%	12%	5%	7%	-2%	-26%
EPAC2 ag	-12%	nt	1%	-3%	7%	10%	22%	4%	-4%	-2%
Mm-Cpn inhibitor	-12%	nt	0%	1%	-1%	1%	1%	-2%	-1%	2%
Akt phos inh	i	nt	nt	i	i	i	i	i	i	i
TGFb SMAD3 inh	-11%	-20%	?	-7%	13%	32%	4%	31%	15%	-6%
CCT modulator	0.9	nt	-1.2	-2.8	0.0	1.1	-0.5	3.4	-1.0	0.3
Nrf2 activator	-0.5%	1.0%	-0.7%	-0.9%	0.0%	-0.5%	4.9%	-0.3%	-0.1%[9.22 µM]	-0.1%
Nrf2 block	?	13%	nt	-26%	-11%	nt	?	nt	6%	?
EPAC2 antagonist	0%	nt	6%	-1%	-1%	-7%	-18%	6%	7%	10%

(11) CCC(CC)NC(=O)CSc1ccc(S(=O)(=O)N2CCCCC2)cn1
(12) COc1ccc(S(=O)(=O)N2N=C(c3cccc(NS(C)(=O)=O)c3)CC2c2ccco2)cc1 (centres undefined)
(13) CCCn1c(Nc2ccc(Cl)cc2)nc2ccccc21
(14) O=C(Nn1c(Cc2cccs2)nc2ccccc2c1=O)c1cccs1
(15) Cc1ccc(C(=O)NNC(=O)c2cccc3ccccc23)cc1
(16) CNC(=O)CN(C)S(=O)(=O)c1ccc(F)cc1
(17) COc1ccc(N2CC(C)Cn3c2nc2c3c(=O)n(Cc3ccccc3F)c(=O)n2C)c(OC)c1 (centres undefined)
(18) COc1ccc(CNC(=O)C2CCN(S(=O)(=O)c3ccc(F)cc3)CC2)cc1
(19) Cc1ccc(CC(=O)Nc2ccc(C(=O)N3CCCCC3)cc2)cc1
(20) Cc1noc(NS(=O)(=O)c2ccc(NC(=O)CS(=O)(=O)c3ccccc3)cc2)c1C

compound no.	11	12	13	14	15	16	17	18	19	20
A549 tox	0%	-5%	2%	0%	0%	4%	nt	7%	2%	2%
EPAC2 ag	7%	15%	-8%	-2%	9%	7%	15%	nt	-6%	1%
Mm-Cpn inhibitor	2%	-2%	1%	-6%	nt	0%	0%	nt	2%	-2%
Akt phos inh	i	nt	i	i	i	i	i	nt	i	i
TGFb SMAD3 inh	-7%	-9%	0%	1%	34%	7%	-9%	2%	-28%	-9%
CCT modulator	3.1	-69*	-0.8	-1.3	-0.7	-2.7	-2.0	nt	0.1	-0.3
Nrf2 activator	-0.3%	10%	-0.2%	-1.1%	0.4%	-0.4%	-0.7%	3.1%	0.0%	-0.3%
Nrf2 block	-16%	-17%	8%	nt	-24%	nt	-2%	-2%	-9%	nt
EPAC2 antagonist	-5%	3%	-14%[57.1 µM]	8%	-2%	7%	-3%	nt	-3%	11%

3 compounds out of the list above, ordered by their value in CCT modulator, largest number first:
entry | canonical_smiles | CCT modulator
15 | Cc1ccc(C(=O)NNC(=O)c2cccc3ccccc23)cc1 | -0.7
9 | COc1ccccc1Cn1c(=O)c2ccccc2n2c(SCC(=O)N3CCCCC3)nnc12 | -1.0
16 | CNC(=O)CN(C)S(=O)(=O)c1ccc(F)cc1 | -2.7

(list continues)
(21) Cc1cc(N2C(=O)C(O)=C(C(=O)c3cccs3)C2c2ccccc2)no1 (centres undefined)
(22) O=C(CC1C(=O)OCC2CCCCN21)Nc1ccccc1C(F)(F)F (centres undefined)
(23) COc1cc(CN2CCNC(=O)C2CC(=O)N(C)CCC2CCOCC2)cc(OC)c1 (centres undefined)
(24) CCCn1nc(C(=O)OCC(=O)NC(C)c2ccccc2)c2ccccc2c1=O (centres undefined)
(25) CCCN1C2CCCC1CC(NC(=O)c1cccc([N+](=O)[O-])c1)C2 (centres undefined)
(26) COc1ccc(-c2csc(NC(=O)c3nc(-c4ccccc4)oc3C)n2)cc1
(27) COc1c([N+](=O)[O-])c(=O)n(-c2ccccc2)c2ccccc12
(28) COc1ccc(S(=O)(=O)N2CCC(C)CC2)cc1Br
(29) Cc1nc(S/C(=C/c2ccc(OCc3ccc(C(=O)O)cc3)cc2)C(=O)O)n[nH]1
(30) CCCC(=O)Nc1ccc(C(=O)NNC(=O)c2cccc([N+](=O)[O-])c2)cc1

compound no.	21	22	23	24	25	26	27	28	29	30
A549 tox	-28%	4%	0%	2%	7%	8%	-11%	2%	4%	5%
EPAC2 ag	6%	2%	7%	5%	8%	11%	4%	3%	4%	5%
Mm-Cpn inhibitor	-4%	-5%	-4%	-4%	-2%	-4%	-3%	0%	1%	2%
Akt phos inh	i	i	i	i	i	i	i	i	i	i
TGFb SMAD3 inh	0%	-6%	-8%	2%	4%	14%	-15%	-12%	11%	4%
CCT modulator	-4.2	-1.1	-0.7	-1.7	0.2	2.8	-5.2	0.5	-6.3	1.6
Nrf2 activator	-0.3%	-0.3%	-0.5%	-0.4%	-0.2%	0.4%	-0.1%	0.4%	-0.4%	-0.7%
Nrf2 block	-28%	?	-3%	?	4%	10%	-10%	-11%	4%	0%
EPAC2 antagonist	-5%	11%	1%	11%	14%	-13%	15%	-22%	-5%	15%

Results in sequence from above:
Nrf2 activator for nos. 21–30, in order: -0.3%, -0.3%, -0.5%, -0.4%, -0.2%, 0.4%, -0.1%, 0.4%, -0.4%, -0.7%

Other records
(31) Cc1ccccc1CNC(=O)CC1C(=O)NCCN1CC1CCCCC1 (centres undefined)
(32) O=C(NCCN1CCOCC1)c1ccc2c(c1)N(Cc1ccc(Cl)cc1)CCS2
(33) COc1ccccc1C(=O)N1CCN(Cc2nc(CC3CC3)no2)CC1
(34) Cn1c(=O)c(=O)n(C)c2cc(S(=O)(=O)N3CCc4ccccc43)ccc21
(35) COC(=O)c1ccc(NC(=O)c2ccc3nc(C)sc3c2)cc1
(36) Brc1ccc(OCCN2CCOCC2)cc1
(37) CC(=O)Oc1c(I)cc(I)cc1C(=O)Nc1ccc(Cl)cc1
(38) CCOC(=O)NC(=O)c1cn(Nc2ccccc2C(F)(F)F)c(=O)[nH]c1=O
(39) CN(CCC#N)S(=O)(=O)c1cc2c3c(c1)CCN3C(=O)CC2
(40) CC1CCN(C(=O)CSc2nnc(Cc3cccn3C)n2CCc2ccccc2)CC1

compound no.	31	32	33	34	35	36	37	38	39	40
A549 tox	0%	?	-4%	-2%	-1%	-1%	?	-1%	1%	-5%
EPAC2 ag	-4%	-7%	0%	2%	-7%	7%	17%	3%	6%	13%
Mm-Cpn inhibitor	-11%	-1%	1%	-1%	-23%	2%	1%	3%	1%	?
Akt phos inh	i	i	i	i	i	i	i	i	i	i
TGFb SMAD3 inh	15%	-16%	9%	?	10%	-20%	5µM*	0%	0%	-5%
CCT modulator	-1.2	-1.0	1.5	-3.9	-0.2	-1.7	-23	-0.4	-2.1	-6.5
Nrf2 activator	-1.0%	3.3%	-0.1%	-0.4%	-0.3%	0.2%	0.0%	-0.1%	-0.1%	0.2%
Nrf2 block	0%	?	-14%	6%	2%	7%	23µM*	-8%	0%	14%
EPAC2 antagonist	5%	-21%	4%	0%	-13%	1%	-5%	0%	6%	6%

(41) CCOC(=O)c1cc(C)sc1/N=C/C1=C(O)CCCC1=O
(42) CCC/C(C#Cc1cc(OC)cc(OC)c1)=C1/c2ccccc2C(=O)N1c1ccccc1
(43) Cc1ccnc(SCCn2c(N3CCCCC3)nc3c2c(=O)n(C)c(=O)n3C)n1
(44) NC(=O)NC(=O)C(Nc1ccc2c(c1)CCC2)c1ccccc1 (centres undefined)
(45) C=CC[C@H](CC(=O)N(CCO)Cc1ccccc1)C(=O)N[C@H](COC(=O)[C@H](CC=C)CC(=O)OC(C)(C)C)Cc1c[nH]c2ccccc12

compound no.	41	42	43	44	45
A549 tox	-7%	-1%	-6%	0%	?
EPAC2 ag	1%	7%	7%	3%	-10%
Mm-Cpn inhibitor	-3%	0%	1%	2%	-1%
Akt phos inh	i	i	i	i	i
TGFb SMAD3 inh	0%	?	-9%	-3%	?
CCT modulator	1.6	0.2	1.2	3.2	0.4
Nrf2 activator	1.7%	?	0.0%	0.4%	-1.8%
Nrf2 block	4%	-3%	2%	4%	?
EPAC2 antagonist	12%	6%	10%	-2%	-20%
